BAZ2B inh – inhibitors of human BAZ2B bromodomain; actives 4.4% (n = 360,000); AID 504333; Potency, µM (titrated, usually from 114 µM), for the others: at the top dose activity change, negative = inhibition, most hits filed as inhibitors; Q9UIF8; AlphaScreen BAZ2B-H3K14Ac peptide displacement; also: potency is read from the fitted curve at half-maximal effect; % is scaled to controls: 0 for no effect and ±100 for the full control effect; nearly all actives have a fitted effect of over 60% in size
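BAZ2B (50 nM) with biotin-H3(5-23)K14Ac peptide (50 nM) in PBS pH 7.4, 0.01% Tween-20, preformed 30 min, then compound 30 min at room temperature; top concentration 110uM. AlphaScreen streptavidin donor/nickel chelate acceptor beads (10 ug/mL final), 20 min dark, signal read.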
ERG Ets-DNA blk – ERG Ets/DNA interaction inhibition; AID 624246; fluorescence polarization, His-ERG Ets domain / labelled DNA; actives 0.028% (n = 370,000); Potency, µM (doses to about 76.9 µM), without a hit: at the top dose FP activity, negative = inhibition, actives largely listed as inhibitors; P11308; active = well fitted inhibition curve with a large enough effect in the polarisation, with a control signal flat; inconclusive = small, poorly fitted or top-dose-only effect, or effect the other way, or a change in a side signal; inactive = no such curve, though single readings can be large or run the other way; the % refers to the polarisation;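 also: polarization taken with two DNA probes labelled with fluorescein and Texas red; potency is read from the fitted curve at half-maximal effect; % of control where 0% means no effect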
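His-tagged ERG Ets domain (1 uM in the protein solution; 300mM KCl, 50mM Tris-HCl, 1mM EDTA, 1mM DTT, pH 7.5) received compound, then a probe mix of 5 nM fluorescein-DNA and 100nM Texas-615-DNA. Fluorescence polarization was read for both dyes.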
PI4K2A block – PI4K2A (human) kinase inhibition | purified PI4K2A, ADP-Glo luminescence, 1 h; active compounds read low | AID 1346378 | actives 0.13% (n = 420,000) | Q9BTU6 | activity change, negative = inhibition, % at 76.9 µM; in the data active = activity change below about -50%; inconclusive = mostly about -30% to -49%;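 also: -100% = wells without enzyme as full effect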
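Compounds are screened against recombinant PI4K2A using PI as substrate and ATP, the latter dispensed at 300 microM. Reactions run one hour at ambient temperature before ADP-Glo detection; full inhibition defined by wells lacking enzyme.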
GLS inh – inhibitors of human glutaminase (GLS). O94925. Potency, µM (highest dose often 45.5 µM), for inactives: at the highest dose activity change, negative = inhibition, usual class: inhibitors. actives 0.21% (n = 410,000). GLS enzymatic activity, qHTS titration; also: potency is read from the fitted curve at half-maximal effect; % is scaled to controls: 0 for no effect and ±100 for the full control effect
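Read-out is an Amplex red fluorescence increase coupled through glutamate oxidase and HRP, measured before and after 30 min room-temperature incubation. hKGA is in 45 mM KH2PO4 (pH 8.2) with 0.02% Tween-20; glutamine added as 1mM solution.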
Tb PGK inh – blocks T. brucei phosphoglycerate kinase; P07378; actives 0.043% (n = 380,000); PGK/GAPDH coupled, Kinase-Glo luminescence, 60 min; Potency, µM (doses to about 57.5 µM), without a hit: top-dose activity change, negative = inhibition, usual class: inhibitors; also: potency is read from the fitted curve at half-maximal effect; % is scaled to controls: 0 for no effect and ±100 for the full control effect; nearly all actives have a fitted effect of over 60% in size
Target sequence (P07378 whole entry, looked up): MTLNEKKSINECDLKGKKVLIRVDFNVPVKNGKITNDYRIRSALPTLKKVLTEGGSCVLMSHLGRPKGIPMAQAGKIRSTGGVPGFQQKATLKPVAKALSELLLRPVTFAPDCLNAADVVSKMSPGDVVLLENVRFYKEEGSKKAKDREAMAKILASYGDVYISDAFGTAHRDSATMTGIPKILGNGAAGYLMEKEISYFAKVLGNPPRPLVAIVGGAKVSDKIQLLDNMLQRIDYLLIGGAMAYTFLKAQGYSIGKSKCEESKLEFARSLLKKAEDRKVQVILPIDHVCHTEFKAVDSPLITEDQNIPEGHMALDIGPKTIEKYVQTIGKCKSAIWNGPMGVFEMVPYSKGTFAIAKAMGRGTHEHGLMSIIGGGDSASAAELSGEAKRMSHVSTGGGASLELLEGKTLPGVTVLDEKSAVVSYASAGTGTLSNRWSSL
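Luminescent ATP detection (Kinase-Glo Plus) follows a 60-minute room-temperature incubation, with wells lacking PGK as controls. Buffer: 100 mM TEA (pH 7.6), 5 mM MgCl2, 0.01% Tween-20. Coupling enzyme GAPDH (100 nM final) supplies unstable 1,3-BPG in-well.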
JMJD2A Tudor inh – inhibitors of human JMJD2A Tudor domain | actives 4.4% (n = 390,000) | Potency, µM (top dose mostly 114 µM), inactives show at the highest dose activity change, negative = inhibition, hits mostly inhibitors | AlphaScreen JMJD2A-Tudor / H3K4me3 peptide binding | AID 504339 | O75164; also: potency is read from the fitted curve at half-maximal effect; % is scaled to controls: 0 for no effect and ±100 for the full control effect; nearly all actives have a fitted effect of over 50% in size
HP1b chromo inh – blocks HP1-beta chromodomain binding to methylated histone tails | Potency, µM (highest dose often 114 µM), without a hit: at the highest dose activity change, negative = inhibition, usual class: inhibitors | AID 540317 | actives 0.56% (n = 390,000) | AlphaScreen HP1-beta / biotin-H3K9me3 peptide binding; also: potency is read from the fitted curve at half-maximal effect; nearly all actives have a fitted effect of over 70% in size; inactives centre near 23
Target sequence (P83916 whole entry, looked up): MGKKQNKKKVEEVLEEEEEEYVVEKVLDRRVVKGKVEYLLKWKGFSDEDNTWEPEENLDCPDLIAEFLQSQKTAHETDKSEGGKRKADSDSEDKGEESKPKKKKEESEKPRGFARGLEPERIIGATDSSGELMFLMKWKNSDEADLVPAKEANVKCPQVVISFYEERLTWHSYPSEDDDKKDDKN
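AlphaScreen: HP1-beta (50 nM) preformed 30 min with biotin-H3(1-18)K9me3 peptide (50 nM) in PBS pH 7.4, 0.01% Tween-20. Compound added for 30 min at RT, then streptavidin donor/nickel chelate acceptor beads (10 ug/mL) for 30 min.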
Pin1 inh – blocks the human prolyl isomerase Pin1 | Pin1 FP peptide displacement, HiFluor488, 10 min | Potency, µM (series often up to 115 µM), inactives show at the highest dose activity, negative = inhibition, actives largely listed as inhibitors | actives 0.009% (n = 390,000) | AID 504891; active = well fitted inhibition curve with a large enough effect in the polarisation, with a control signal flat, not every such curve was filed as active; inconclusive = small, poorly fitted or top-dose-only effect, or effect the other way, or a change in a side signal; inactive = no such curve, though single readings can be large or run the other way; the % refers to the polarisation; also: potency is read from the fitted curve at half-maximal effect; % is scaled to controls: 0 for no effect and ±100 for the full control effect
Target sequence (Q13526 whole entry, looked up): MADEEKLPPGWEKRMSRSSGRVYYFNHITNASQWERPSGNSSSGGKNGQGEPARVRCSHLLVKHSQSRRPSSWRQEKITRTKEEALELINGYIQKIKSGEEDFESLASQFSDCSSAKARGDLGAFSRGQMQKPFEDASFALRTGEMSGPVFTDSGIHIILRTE
G9a inh – inhibitors of human histone lysine methyltransferase G9a | Potency, µM (doses to about 102 µM), without a hit: top-dose activity, negative = inhibition, actives largely listed as inhibitors | Q96KQ7 | G9a H3K9 monomethylation, AlphaScreen, 2 h | actives 8.8% (n = 350,000); also: potency is read from the fitted curve at half-maximal effect; % is scaled to controls: 0 for no effect and ±100 for the full control effect; nearly all actives have a fitted effect of over 75% in size
Target sequence (Q96KQ7 913-1193 limits assumed): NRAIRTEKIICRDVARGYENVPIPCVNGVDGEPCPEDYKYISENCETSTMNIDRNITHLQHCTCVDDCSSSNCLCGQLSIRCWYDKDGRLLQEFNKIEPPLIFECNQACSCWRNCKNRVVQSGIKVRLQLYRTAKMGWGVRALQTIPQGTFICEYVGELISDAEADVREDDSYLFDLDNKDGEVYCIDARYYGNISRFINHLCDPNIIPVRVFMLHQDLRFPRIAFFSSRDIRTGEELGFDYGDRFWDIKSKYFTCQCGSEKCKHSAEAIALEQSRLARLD
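Enzyme 20 nM + cpd, 15 min RT; add b-H3K9 pep 500 nM / SAM 20 uM; 2 h RT; anti-H3K9me1 Ab 0.5 ug/mL + SA donor / anti-rabbit acceptor beads 20 ug/mL each, 10 min; AlphaScreen read.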
* = called active by the depositor; i = inactive; ? = inconclusive; / = no result given; & = joins results of further samples; [ ] = dose if it differs, or a comment. Unless noted, calls follow the shape of the dose curve; as a rule, active = well fitted curve in the direction sought with a large enough effect; inconclusive = small, poorly fitted or top-dose-only effect, or another doubt; inactive = no such curve, though single readings can be large; an effect the other way counts as inactive or inconclusive.

Preview (2 entries):
Order of results: BAZ2B inh	ERG Ets-DNA blk	PI4K2A block	GLS inh	Tb PGK inh	JMJD2A Tudor inh	HP1b chromo inh	Pin1 inh	G9a inh
COc1ccc(-n2ncc(C(C)NS(=O)(=O)c3ccc(C)s3)c2C)cc1 (stereo unspecified)
    10%	7%	1	10%	-11%	-15%	25%	10%	16%
COc1ccc(O)c(C(=O)c2cnc3c(c2)CN(C)C(=O)N3)c1
    -20%	-21%	0	21%	-3%	-9%	-1%	8%	-6%

The whole of this part, from the start:
Order of results: BAZ2B inh	ERG Ets-DNA blk	PI4K2A block	GLS inh	Tb PGK inh	JMJD2A Tudor inh	HP1b chromo inh	Pin1 inh	G9a inh
COc1ccc(-n2ncc(C(C)NS(=O)(=O)c3ccc(C)s3)c2C)cc1 (stereo unspecified)
    10%	7%	1	10%	-11%	-15%	25%	10%	16%
COc1ccc(O)c(C(=O)c2cnc3c(c2)CN(C)C(=O)N3)c1
    -20%	-21%	0	21%	-3%	-9%	-1%	8%	-6%
O=c1c(-c2ccc(O)cc2)coc2c([C@@H]3O[C@H](CO)[C@@H](O)[C@H](O)[C@H]3O)c(O)ccc12
    4%	0%	4	-1%	-7%	-15%	36%	1%	11%[2.33 µM]
Cc1ccc(NC(=O)C2CCN(S(=O)(=O)c3ccc4c(c3)NC(=O)CO4)CC2)cc1
    -18%	-5%	0	2%	7%	-12%	41%[activator]	0%	11%
CCC(Oc1ccccc1)C(=O)Nc1cc(-c2cccc(C)c2)nn1-c1ccccc1 (stereo unspecified)
    18%	3%	-10	-3%	i	14%	53%[activator][57 µM]	20%	10%[59 µM]
CCC(/C=N/NC(=O)c1ccccc1F)CC
    -3%	8%	-6	-15%	-10%	-11%	39%	-5%	5%
CCOc1ccc(NC(=O)C2CCCN(c3nc(C)cc(C)n3)C2)cc1 (stereo unspecified)
    -4%	1%	-3	-4%	-1%	-5%	24%	6%	-7%
COc1ccc(C(C(=O)NC2CCCC2)N(CC2CCCO2)C(=O)Cn2nnc(-c3ccc(C)o3)n2)cc1 (stereo unspecified)
    -9%	7%	4	-1%	-7%	-10%	25%	1%	2%
CCOc1ccc(NC(=O)CSC2=Nc3ccccc3C3=NC(CCC(=O)NCc4ccccc4)C(=O)N23)cc1 (stereo unspecified)
    -12%	0%	0	-4%	i	-21%	13%	35%[activator]	12%[59 µM]
COC(=O)[C@@H]1C[C@@]2(O)[C@@H](O)[C@@H](O)[C@@H](O)C[C@H]2N1Cc1ccc(C)s1
    -11%	-6%	-1	1%	-5%	-2%	30%	-1%	-2%[12.7 µM]
O=C(NCCCn1ccnc1)C(=O)NCC(c1cccnc1)N1CCN(c2ccc(F)cc2)CC1 (stereo unspecified)
    50µM*	7%	0	5%	9%	-34%	28%	3%	50µM*
CSCCC(NC(=O)c1ccc(Cl)cc1)C(=O)O (stereo unspecified)
    8%	9%	1	12%	3%	-6%	44%[activator]	-2%	-41%
Cc1c(C)c2c(OCC(=O)N[C@@H](C)C(=O)O)cc3c(c2oc1=O)CCC(C)(C)O3
    -4%	-7%	1	-5%	-6%	-23%	9%	0%	-11%[2.33 µM]
Clc1ccc(-c2nnc(SCc3nc4ccccc4[nH]3)o2)c(Cl)c1
    -1%	5%	-1	2%	-5%	-1%	13%	5%	8.9µM*
Cc1ccc2nsnc2c1NC(=O)c1ccccc1[N+](=O)[O-]
    -5%	-7%	2	-10%	9%	-6%	21%	1%	-4%[59 µM]

(more compounds)
Order of results: BAZ2B inh	ERG Ets-DNA blk	PI4K2A block	GLS inh	Tb PGK inh	JMJD2A Tudor inh	HP1b chromo inh	Pin1 inh	G9a inh
CN1C(C(=O)NCCc2cccs2)CC2Cn3c(nc4cc5ccccc5cc43)C21 (stereo unspecified)
    -13%	2%	-5	-4%	-8%	-4%	28%	-1%	?
O=C(N/C(=C\c1cccs1)C(=O)N1CCCCCC1)c1ccccc1
    -26%	/	-2	23%	-8%[11.5 µM]	-11%	22%	-4%	?
O=C(CCN1C(=O)c2ccccc2C1=O)OCn1nnc2ccccc2c1=O
    6%	-2%	-6	-2%	0%	2%[57.1 µM]	69%[activator]	1%	-20%
COc1ccccc1NC(=S)N(Cc1ccccc1)Cc1ccccn1
    -4%	-1%	1	2%	-1%	-14%	6%	0%	18%[59 µM]
O=C(Cn1c(=O)n(Cc2ccco2)c(=O)c2ccc(C(=O)NC3CCCC3)cc21)Nc1ccc(F)cc1
    /	1%	-2	-7%	-1%	-18%	6%	15%	3%[59 µM]
COc1ccc2nc(NC(=O)CC3Oc4ccccc4NC3=O)sc2c1 (stereo unspecified)
    -1%	12%	-2	0%	-2%	-7%	-9%	2%	2%
COc1cccc(N=c2oc3cc(O)ccc3cc2C(=O)NCC2CCCO2)c1 (stereo unspecified)
    35µM*	18%	1	20%	i	-35%	8%	-1%	-10%
COc1cccc(C2C(C(=O)c3cc4cccc(OC)c4o3)=C(O)C(=O)N2c2cc(C)on2)c1OC (stereo unspecified)
    -29%	1%	-3	22%	-1%	?	-11%	?	7%[12.7 µM]
O=C(CSc1nc2ccc(NC(=O)CSc3nnnn3-c3ccccc3)cc2s1)Nc1ccccc1
    -29%	18%	-7	6%	-2%	-14%	19%	56%[activator]	-42%[59 µM]
COc1cccc(N2CCN(C(=O)c3cccn3-c3nnc(N4CCCC4)s3)CC2)c1
    ?	1%	1	3%	8%	-21%	13%	-5%	-2%[59 µM]
CCC(Sc1nc2ncccc2o1)C(=O)Nc1ccc(OC)c(OC)c1 (stereo unspecified)
    -12%	1%	0	4%	-4%	-9%	16%	-1%	-3%[59 µM]
CN1/C(=C\C(=O)COc2ccc3c(c2)OCO3)C(C)(C)c2ccccc21
    28µM*	1%	1	4%	-5%	?	?	?	?
Cc1cc(C(=O)NP(=O)(N2CCOCC2)N2CCOCC2)c(C)n1-c1ccc(N(C)C)cc1
    ?	-7%	-3	24%	-1%	?	-12%	-6%	22µM*
Cc1ccc(S(C)(=O)=O)cc1C(=O)NC(C)C1CC2CCC1C2 (stereo unspecified)
    -2%	-21%	-12	-5%	-1%	7%	19%	0%	-11%
Cc1ccc(N2CCN(C3=NC(=O)/C(=C\c4cccs4)S3)CC2)cc1
    -33%	5%	-1	26%	i	?	-1%	8%	?

Next results.
Order of results: BAZ2B inh	ERG Ets-DNA blk	PI4K2A block	GLS inh	Tb PGK inh	JMJD2A Tudor inh	HP1b chromo inh	Pin1 inh	G9a inh
COc1ccc(C(=O)NCc2ccc3c(c2)OCO3)cc1S(=O)(=O)NCc1ccc(Cl)cc1
    -3%	1%	-22	1%	7%	-22%	4%	-2%	-7%[59 µM]
COc1ccc(C(=O)NN(c2ccccc2)c2ccccc2)cc1
    -6%	-7%	2	3%	-5%	-14%	9%	1%	-24%[59 µM]
Cc1ccc(NC(=O)Cn2cnc([N+](=O)[O-])c2)cc1C
    -19%	10%	1	4%	-2%	-24%	61%[activator]	-18%	36%[59 µM]
COCCNC(=O)COC(=O)c1[nH]c(C)c(C(C)=O)c1C
    ?	1%	6	4%	1%	0%	11%	-1%	18%[59 µM]
COc1cc(/C=C/C(=O)CC(=O)/C=C/c2ccc(O)c(OC)c2)ccc1O
    40µM*	156%[activator]	-5	?	-6%	?	-15%	?	54%[activator][59 µM]
Cc1nn(C)cc1CN(C)C(=O)c1cc(-c2ccccc2)nc2ccc(Br)cc12
    -6%&3%	-2%&6%	-2&-5	-3%&-1%	-5%&-4%	-6%&-2%	38%&40%	4%&0%	-4%
NC(=O)c1ccccc1OC1CCC1
    -11%	?	0	1%	i	-13%	24%	-9%	2%
CCNS(=O)(=O)c1ccc(CCC(=O)NCCC2=CCCCC2)cc1
    5%	1%	-5	4%	i	18%	29%	-6%	2%[59 µM]
O=C(CN1CCN(Cc2ccccc2Cl)C1=O)NC1CCCCCC1
    4%	-1%	3	-8%	-1%	8%	20%	-10%	15%
CC(C)(O)CC[C@@H](O)[C@](C)(O)[C@H]1CC[C@@]2(O)C3=CC(=O)[C@@H]4C[C@@H](O)[C@@H](O)C[C@]4(C)[C@H]3CC[C@]12C
    -11%	8%	-1	0%	0%	1%	37%	4%	-10%
Cc1ccn2c(=O)c(C(=O)NCCC3=CCCCC3)c(O)nc2c1
    -26%	-2%	-2	5%	-4%	?	19%[57 µM]	-3%	29%
CNC(=O)C1CCC(Cn2c(=O)c3sccc3n(Cc3cc(C)ccc3C)c2=O)CC1 (stereo unspecified)
    -3%	1%	2	0%	-23%	-3%	53%[activator]	-5%	10%[59 µM]
Cc1cc(C)n(C(=O)CN2C(=O)CCC2=O)n1
    10%	-2%	3	-3%	0%	9%	34%	-5%	-36%[59 µM]
S=C(NCCc1ccccc1)N/N=C/c1ccccc1Cl
    7%	-3%	-5	5%	-7%	-13%	16%	-3%	16%[59 µM]
O=C1CCC/C=C\C[C@@H](CC(=O)N(CCO)Cc2ccccc2)C(=O)N[C@H](c2ccccc2)CO1
    /	5%	0	2%	i	-18%	28%	0%	/
